GDH-TPI counter = inhibits GDH-TPI coupling enzymes, artifact for Mtb FBA screen; GDH-TPI coupled enzyme counterscreen, NADH absorbance; inhibition, % at 4.8 µM; hit rate 1.2% among 360,000; AID 588335; in the data active = inhibition above about 30%;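 also: 0% = DMSO wells and 100% = wells lacking the enzyme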
Mtb BioA inh = BioA (M. tuberculosis) enzyme inhibition. hit rate 0.096% among 360,000. AID 602481. purified M. tuberculosis BioA enzyme, plate reader. inhibition, % at 9.99 µM; in the data active = inhibition above about 40%
MazEF act = activators of E. coli MazEF toxin-antitoxin RNase; FAM/BHQ RNA-DNA oligo cleavage fluorescence, 5 h; activation, % at 20 µM; AID 504720; hit rate 0.32% among 350,000; P0AE70; in the data active = activation above about 50%
Target sequence (P0AE70 whole entry, looked up): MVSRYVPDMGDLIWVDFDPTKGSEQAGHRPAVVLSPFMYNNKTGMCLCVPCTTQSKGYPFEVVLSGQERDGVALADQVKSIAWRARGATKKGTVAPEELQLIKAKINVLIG
PriA SSB inh = K. pneumoniae PriA-SSBct interaction inhibition; AlphaScreen SSBct-PriA binding, biotinylated peptide; inhibition, % at 33 µM; hit rate 0.6% among 430,000; AID 1272365; in the data active = inhibition mostly above about 37%, no sharp cut-off; inactive = mostly below about 20%;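 also: plate controls were negative control peptide for no effect and reference peptide for full effect; strong numbers were not always called active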
Mtb UGM inh = inhibitors of M. tuberculosis UDP-galactopyranose mutase; inhibition, % at 10 µM; hit rate 0.06% among 320,000; P9WIQ1; purified UGM, fluorescence polarization probe displacement; in the data active = inhibition above about 10%, passing the limit was not always enough
Target sequence (P9WIQ1 whole entry, looked up): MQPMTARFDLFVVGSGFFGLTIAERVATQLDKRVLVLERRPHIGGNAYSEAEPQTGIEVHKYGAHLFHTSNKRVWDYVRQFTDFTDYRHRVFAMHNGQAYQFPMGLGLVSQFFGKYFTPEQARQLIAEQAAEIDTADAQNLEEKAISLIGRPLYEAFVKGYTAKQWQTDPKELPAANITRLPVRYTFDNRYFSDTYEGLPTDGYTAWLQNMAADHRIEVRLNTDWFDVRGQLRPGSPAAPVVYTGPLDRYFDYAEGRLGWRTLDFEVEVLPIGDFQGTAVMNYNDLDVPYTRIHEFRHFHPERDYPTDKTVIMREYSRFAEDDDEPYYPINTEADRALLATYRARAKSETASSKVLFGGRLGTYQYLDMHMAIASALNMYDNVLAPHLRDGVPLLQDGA
FBA Mtb inh = inhibits M. tuberculosis FBA enzyme. P9WQA3. purified M. tuberculosis FBA, fluorescence read-out. inhibition, % at 1 µM. hit rate 2.3% among 360,000. AID 588726; in the data active = inhibition above about 27%;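 also: 0% = vehicle and 100% = reference inhibitor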
Target sequence (P9WQA3 whole entry, looked up): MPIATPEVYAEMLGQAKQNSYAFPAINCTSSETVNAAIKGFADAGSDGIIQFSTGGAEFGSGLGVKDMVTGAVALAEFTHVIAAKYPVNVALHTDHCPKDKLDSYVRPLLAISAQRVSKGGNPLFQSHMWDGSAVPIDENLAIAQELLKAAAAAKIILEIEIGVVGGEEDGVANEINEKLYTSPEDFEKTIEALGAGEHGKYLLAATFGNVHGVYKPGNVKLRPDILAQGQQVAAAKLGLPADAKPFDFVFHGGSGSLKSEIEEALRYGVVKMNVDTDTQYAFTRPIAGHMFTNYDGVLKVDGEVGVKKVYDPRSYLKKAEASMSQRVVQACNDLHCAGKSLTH
SARS 3CLpro inh = SARS-CoV 3CLpro protease inhibition. recombinant SARS-CoV 3CLpro, quenched FRET peptide cleavage. inhibition, % at 6 µM. hit rate 0.14% among 290,000; in the data active = inhibition above about 12%
Rv3671c protease = Rv3671c (M. tuberculosis) protease inhibition. P9WHR9. inhibition, % at 5.96 µM. hit rate 0.048% among 320,000. AID 2606; in the data active = inhibition above about 38%;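 also: extracellular domain of Rv3671c used as enzyme; 0% = enzyme with DMSO and 100% = no enzyme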
DUSP3 inh = blocks human VHR1 dual specificity phosphatase; inhibition, % at 13.3 µM; hit rate 0.52% among 290,000; recombinant VHR phosphatase, pNPP absorbance; P51452; AID 1654; in the data active = inhibition above about 50%; also: some compounds called inactive have numbers as strong as hits
Target sequence (P51452 whole entry, looked up): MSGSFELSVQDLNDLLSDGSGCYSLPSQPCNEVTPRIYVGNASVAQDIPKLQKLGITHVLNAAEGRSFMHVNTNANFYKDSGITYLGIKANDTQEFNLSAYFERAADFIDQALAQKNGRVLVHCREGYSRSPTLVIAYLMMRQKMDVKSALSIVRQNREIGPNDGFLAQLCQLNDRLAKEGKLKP
BH1578 lux ind = quorum light induction in luxS cqsA deficient V. cholerae; V. cholerae BH1578 lux reporter, luminescence, 6 h; activation, % at 18.7 µM; hit rate 0.16% among 350,000; in the data active = activation mostly above about 9.7%, no sharp cut-off; also: not every result past the cut was called active; inactives centre near 0; reference of the scale not given here
* hit, by the source's call; i = inactive; x = not tested or not shown; & = joins results of further samples. The list is partial; the hit share may differ from the screen's.

| nr | SMILES | GDH-TPI counter | Mtb BioA inh | MazEF act | PriA SSB inh | Mtb UGM inh | FBA Mtb inh | SARS 3CLpro inh | Rv3671c protease | DUSP3 inh | BH1578 lux ind |
| --- | --- | --- | --- | --- | --- | --- | --- | --- | --- | --- | --- |
| 1 | Cc1ccc(NC(=O)CCNC(=O)c2ccc(Br)cc2)cc1S(=O)(=O)N1CCOCC1 | 2 | 0.6 | 3 | 0 | x | -3 | x | -2 | x | -0.7 |
| 2 | COC(=O)c1sc2ccccc2c1NC(=O)c1coc2ccccc2c1=O | 8 | x | 3 | 0 | 2.9 | 0 | 1 | -6 | 13 | -0.3 |
| 3 | O=C1CCC([N+](=O)[O-])C(c2ccccc2Br)N1 (centres undefined) | -4 | -0.6 | 4 | 5 | 1.1 | 0 | 3 | -6 | -8 | i |
| 4 | CCOc1ccc(CCNC(=O)CN2C(=O)NC3(CCCCC3)C2=O)cc1OCC | 5 | -0.2 | -2 | -13 | 1.5 | 1 | x | 5 | x | -1.4 |
| 5 | CCCC(=O)c1cc2c(cc1NC(=O)c1cccs1)OCCO2 | 7 | 18 | 2 | -6 | -3.5 | 2 | 5 | 3 | -2 | -0.2 |
| 6 | Nc1nonc1-c1noc(CCCCCN2C(=O)c3ccccc3C2=O)n1 | 9 | -5.9 | 0 | -14 | -2.9 | -1 | 0 | -3 | -16 | 7.7 |
| 7 | O=C(CSc1nc2ccc([N+](=O)[O-])cc2s1)NC1CCS(=O)(=O)C1 (centres undefined) | 10 | x | -7 | -4 | -0.3 | 1 | 0 | 6 | -5 | -1.4 |
| 8 | CS(=O)(=O)c1ccccc1COC(=O)Nc1ccc(Cl)cc1 | -3 | x | -2 | -10 | 0.1 | 2 | -5 | -3 | 29 | i |
| 9 | COC(=O)C1=C(C)N(Cc2ccc(OC)cc2)C(=O)C1 | -12 | 5.0 | -4 | -27 | -2.1 | 0 | -3 | -6 | 27 | -0.2 |
| 10 | COc1ccc(Cl)cc1NC(=O)C(C)Sc1n[nH]c(N)n1 (centres undefined) | -6 | 0.7 | 1 | -7 | 0.7 | 1 | 4 | 5 | -12 | -0.7 |
| 11 | O=C(CS(=O)(=O)c1ccccc1)Nc1nc(-c2ccccc2)cs1 | -1 | 0.0 | 9 | 1 | -2.2 | -2 | 3 | -29 | 16 | i |
| 12 | CCOc1ccccc1OCCCCCc1c(C)n[nH]c1C | -4 | -2.1 | -5 | -3 | 0.0 | 3 | -3 | -7 | 22 | -0.2 |
| 13 | Cc1ccc(NC(=O)CCOc2ccccc2C)cc1F | 0 | x | -3 | -48 | -0.7 | 2 | -4 | -6 | 7 | 0.5 |
| 14 | CCn1c(=O)c(C(=O)Nc2ncccc2O)c(O)c2ccccc21 | 19 | 4.8 | 8 | -3 | 2.4 | 0 | 0 | 4 | 12 | -3.1 |
| 15 | COC(=O)c1c(NC(=O)c2cccs2)sc2c1CCC(C)C2 (centres undefined) | 14 | 1.1 | 4 | -15&-42 | -1.7 | 5 | -3 | 7 | 29 | 2.1 |
| 16 | CCOc1ccccc1OCC(=O)Nc1ccc(OC)c(S(=O)(=O)N2CCCCC2)c1 | -2 | x | 3 | -7 | 1.3 | 1 | x | -10 | x | 0.0 |
| 17 | Cc1nc(C(C)NC(=O)c2cc(COc3ccc(F)c(F)c3)on2)cs1 (centres undefined) | -3 | 1.1 | 3 | -10 | -0.7 | -3 | -4 | -8 | -1 | i |
| 18 | O=C(CN1CCN(S(=O)(=O)c2ccc(Br)cc2)CC1)N/N=C/c1cccs1 | -4 | x | 0 | x | -0.4 | -2 | 6 | 7 | -8 | -0.5 |
| 19 | CN(C)S(=O)(=O)c1cccc(NC(=O)COC(=O)CCSc2ccc(Cl)cc2)c1 | 3 | -1.6 | 1 | -5 | 2.5 | 2 | 3 | -28 | 34 | 0.2 |
| 20 | CCN1CCN(CCCNC(=O)c2ccccc2NC(=O)C2=C(C)OCCS2)CC1 | 18 | 0.9 | 7 | -3 | -2.3 | 1 | -1 | 0 | 32 | -0.3 |

Structural class, those above containing an aryl methoxy group
| nr | SMILES | GDH-TPI counter | Mtb BioA inh | MazEF act | PriA SSB inh | Mtb UGM inh | FBA Mtb inh | SARS 3CLpro inh | Rv3671c protease | DUSP3 inh | BH1578 lux ind |
| --- | --- | --- | --- | --- | --- | --- | --- | --- | --- | --- | --- |
| 9 | COC(=O)C1=C(C)N(Cc2ccc(OC)cc2)C(=O)C1 | -12 | 5.0 | -4 | -27 | -2.1 | 0 | -3 | -6 | 27 | -0.2 |
| 10 | COc1ccc(Cl)cc1NC(=O)C(C)Sc1n[nH]c(N)n1 (centres undefined) | -6 | 0.7 | 1 | -7 | 0.7 | 1 | 4 | 5 | -12 | -0.7 |
| 16 | CCOc1ccccc1OCC(=O)Nc1ccc(OC)c(S(=O)(=O)N2CCCCC2)c1 | -2 | x | 3 | -7 | 1.3 | 1 | x | -10 | x | 0.0 |

The list continues.
| nr | SMILES | GDH-TPI counter | Mtb BioA inh | MazEF act | PriA SSB inh | Mtb UGM inh | FBA Mtb inh | SARS 3CLpro inh | Rv3671c protease | DUSP3 inh | BH1578 lux ind |
| --- | --- | --- | --- | --- | --- | --- | --- | --- | --- | --- | --- |
| 21 | COc1ccc(-n2nc(C(=O)NCC(=O)N3CCN(Cc4ccccc4)CC3)c3ccccc3c2=O)cc1OC | 2 | x | 4 | -6 | -1.2 | 1 | 1 | -4 | 26 | -0.7 |
| 22 | COc1ccc(CCC(=O)NC(C)C2CCCO2)cc1 (centres undefined) | 8 | -1.2 | -2 | -9 | 0.3 | 1 | 6 | 6 | 34 | i |
| 23 | CCOC(=O)N1CCN(CC(=O)Nc2nccs2)CC1 | -8 | -0.1 | 8 | x | x | 2 | x | x | x | -1.2 |
| 24 | OC[C@H]1O[C@@H](c2nc(-c3ccc(CN4CCOCC4)cc3)no2)[C@H](O)[C@@H](O)[C@H]1O | -3 | -0.8 | x | x | x | 2 | x | x | x | 0.3 |
| 25 | O=C(O)C1CCC(=O)N1C(=O)OCc1ccccc1 (centres undefined) | 4 | -1.0 | 3 | 2 | 0.3 | 0 | -1 | 7 | -6 | -0.4 |
| 26 | Cc1ccc(S(=O)(=O)N2CCN(CC(=O)NC(C)c3ccccc3)CC2)cc1 (centres undefined) | -6 | 0.0 | -5 | 3 | x | -1 | x | x | x | -2.5 |
| 27 | CCc1ccccc1NC(=S)N(CCc1ccncc1)C(C)C | -1 | -1.1 | 0 | -16 | -1.1 | 0 | 7 | 4 | 34 | i |
| 28 | COc1cccc(NC(=O)NNC(=O)CCc2ccc(O)c(O)c2)c1 | -5 | -0.3 | 0 | -3 | 2.7 | -1 | -1 | x | 4 | 0.4 |
| 29 | CCCCOCCCNC(=O)/C=C/c1ccccc1Cl | 11 | 1.3 | 2 | -16 | 1.5 | 0 | -7 | -1 | x | -1.0 |
| 30 | COc1cccc(OC(=O)N2CCOCC2)c1 | 0 | x | 3 | 3 | -0.4 | -1 | -1 | 7 | 16 | -0.2 |
| 31 | CCc1c(C(=O)Nc2ccncc2)csc1C | 6 | -0.9 | -2 | -10 | -1.8 | 0 | -6 | -7 | -6 | -0.4 |
| 32 | CCOc1ccc(NC(=O)c2c(O)[nH]c(=O)[nH]c2=O)cc1 | 7 | -0.4 | 2 | -6 | -0.5 | 2 | x | 7 | x | i |
| 33 | O=C(Nc1nnc(C2CC2)s1)C1Cc2ccccc2CN1C(=O)c1ccco1 (centres undefined) | 10 | x | -1 | -13 | -2.3 | 3 | -7 | 0 | 5 | -0.3 |
| 34 | CCOC(=O)N1CCC(NC(=O)c2ccc(NC(=O)C3CCCO3)cc2)CC1 (centres undefined) | 4 | -0.6 | 7 | -2 | 2.3 | 1 | 1 | -11 | 43 | i |
| 35 | COc1ccc(/C=C(\NC(=O)c2ccc([N+](=O)[O-])cc2)C(=O)N2CCOCC2)cc1 | 10 | x | -11 | -5 | -0.1 | -2 | 1 | 11 | 21 | -0.1 |
| 36 | Cc1cccc(C(=O)OCC(=O)N(C)C(c2ccccc2)c2ccccc2)c1[N+](=O)[O-] | -4 | -0.3 | -4 | 9 | x | -1 | x | -14 | x | -3.1 |
| 37 | Cc1nn(Cc2nnc(SCC(=O)Nc3ccc(Cl)cc3)n2C)c(C)c1[N+](=O)[O-] | 2 | 3.3 | -2 | -5 | -0.6 | 1 | 2 | -3 | -4 | -0.4 |
| 38 | O=C(NCc1ccccc1)C1C2C=CC3(CN(Cc4cccnc4)C(=O)C13)O2 (centres undefined) | -7 | x | 0 | -13 | 2.0 | 0 | -3 | 0 | 5 | i |
| 39 | CCCCc1nnc(NC(=O)CSCc2cc(=O)n3c(C)csc3n2)s1 | 2 | -0.3 | 5 | -2 | 2.6 | 2 | -5 | 3 | -20 | i |
| 40 | COc1ccc(S(=O)(=O)Nc2nncs2)cc1 | 10 | 0.0 | 3 | -1 | 0.8 | -1 | 1 | -1 | 4 | -0.6 |

Record cards, as listed above. Order of screens: GDH-TPI counter | Mtb BioA inh | MazEF act | PriA SSB inh | Mtb UGM inh | FBA Mtb inh | SARS 3CLpro inh | Rv3671c protease | DUSP3 inh | BH1578 lux ind
`CCOC(=O)N1CCC(NC(=O)c2ccc(NC(=O)C3CCCO3)cc2)CC1` (centres undefined) is entered as 4 | -0.6 | 7 | -2 | 2.3 | 1 | 1 | -11 | 43 | i
`CCCCOCCCNC(=O)/C=C/c1ccccc1Cl` is entered as 11 | 1.3 | 2 | -16 | 1.5 | 0 | -7 | -1 | x | -1.0

(further entries)
| nr | SMILES | GDH-TPI counter | Mtb BioA inh | MazEF act | PriA SSB inh | Mtb UGM inh | FBA Mtb inh | SARS 3CLpro inh | Rv3671c protease | DUSP3 inh | BH1578 lux ind |
| --- | --- | --- | --- | --- | --- | --- | --- | --- | --- | --- | --- |
| 41 | CCCC(=O)N(Cc1cc2cc(OC)ccc2[nH]c1=O)c1ccc(OC)cc1 | 8 | -0.6 | -2 | x | x | 10 | x | x | x | i |
| 42 | COc1ccc(CNC(=O)[C@H](C)NC(=O)C2CCN(C(=O)[C@@H](N)Cc3ccccc3)CC2)cc1 | -15 | 0.3 | 11 | -15 | -0.7 | -2 | 0 | -6 | 16 | -0.5 |
| 43 | CC1(CCc2ccc3c(c2)OCO3)NCCc2c1[nH]c1ccccc21 (centres undefined) | -3 | 1.2 | 10 | -13 | 0.8 | 1 | 3 | 7 | -10 | i |
| 44 | COc1cc(-c2nnc(SCC(=O)Nc3ccc4c(c3)OCCO4)o2)cc(OC)c1OC | 4 | x | 11 | -20 | 1.1 | 1 | 4 | -4 | 25 | -0.7 |
| 45 | CC(=O)N=C1SC2CS(=O)(=O)CC2N1c1c(Cl)cccc1Cl (centres undefined) | -1 | -0.1 | 2 | 2 | -0.4 | -1 | 3 | 5 | 24 | 0.0 |
| 46 | O=c1[nH]ncc(N2CCCCCC2)c1Cl | 0 | 1.3 | 9 | 6 | -1.8 | 0 | 1 | 4 | 18 | i |
| 47 | Cc1cccc(C)c1NC(=O)CN(C)C(=O)c1ccc2nc[nH]c2c1 | -8 | 0.2 | -1 | -11 | 1.7 | -1 | x | 9 | x | -6.2 |
| 48 | Cc1ccc(NC(=O)c2ccc(CNS(=O)(=O)c3cccc(C(F)(F)F)c3)cc2)cc1 | 14 | -0.4 | -7 | -14&-11 | x | 1 | -5 | -23 | 19 | -0.4 |
| 49 | COc1ccc(CCN2C(=O)C3C4C=CC(C5CC45)C3C2=O)cc1OC (centres undefined) | 1 | x | 14 | 3 | -0.4 | 0 | 3 | 0 | 15 | i |
| 50 | COc1cc(Br)cc2cc(C(=O)N3CCN(c4ccccn4)CC3)c(=O)oc12 | 8 | 0.6 | 2 | -11 | 3.0 | 1 | 2 | -2 | 4 | i |
| 51 | CCN(C(=O)Cc1c(C(=O)O)n(CC)c2ccccc12)c1ccccc1C | 17 | x | 4 | 2 | -2.0 | 1 | 2 | 4 | 24 | i |

Screening results deposited in PubChem BioAssay by several laboratories.
